# RAD54 branch: inhibitors of human RAD54 branch migration, primary screen, biochemical, fluorescence, single point. DNA repair and recombination protein RAD54-like (Homo sapiens), Q92698. RAD54 Holliday junction branch migration, FAM/BHQ fluorescence. inhibition, % at 10.4 µM. 360,000 tested, 0.14% active;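 active = mean normalized replicate activity at least 40 and at least half of replicates scoring 40 or more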;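 note: 0% = median of neutral control wells and 100% = median of positive control wells; inhibitors cause a drop in the FAM fluorescence signal; in these data hits start at about 50%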
# RAD52 inh: RAD52 DNA annealing inhibitors, primary screen, biochemical, FRET, single point, set 2; inhibition, % at 18.7 µM; DNA repair protein RAD52 homolog (Homo sapiens), P43351; 360,000 tested, 0.46% active; AID 651710, 2012; recombinant RAD52 DNA annealing, FRET fluorescence;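 active = every replicate showing at least 50% inhibition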
# Xi reactivation: activators of inactive X chromosome reactivation, primary screen, imaging, XiGFP fibroblasts, GFP high-content imaging, set 2. XiGFP mouse fibroblasts, % GFP-positive cells imaging, 3 d; cells co-treated with 5-aza-dC sensitizer; scaled so ellipticine positive control = 100%. activation, % at 7.58 µM. 360,000 tested, 0.055% active. AID 743238, 2013;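 active = mean normalized replicate activation at least 10% and every replicate at or above 10%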;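 note: 0% = median of on-plate neutral control wells and 100% = ellipticine 6 µM median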
#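 assay system = SV40-immortalized XiGFP fibroblast cells, line 68-5-11 | buffer or medium = DMEM plus 5-aza-dC sensitizer | doses = single-point pinned compound dosing | times = 3-day compound exposure, then 15 min fixation at room temperature | benchmarks = positive control ellipticine, 6 µM final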
# esBAF inh: Bmi1 luciferase reporter increase in mESCs, primary screen, esBAF inhibitor project, mouse ES cells, Bmi1 luciferase knock-in, single point. AID 602393, 2012. 350,000 tested, 2% active. 24 h; 100% = twice the neutral-well signal. reporter increase, % at 12.5 µM; in the data active = activation above about 40%;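 note: 0% = median of the plate's neutral control wells and 100% = double that signal; a rise in the Bmi1 reporter signal indicates esBAF inhibition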
# ARNT-TACC3 inh: disruptors of ARNT/TACC3 protein interaction, primary screen, biochemical, AlphaScreen, single concentration; Transforming acidic coiled-coil-containing protein 3 (Homo sapiens), Q9Y6A5; AlphaScreen His-ARNT PAS-B/GST-TACC3 binding, luminescence; TACC3 fragment carries E629A point mutation; inhibition, % at 9.99 µM; 390,000 tested, 0.66% active;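 active = mean inhibition of replicates at least 50% and at least half of replicates each reaching 50%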;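 note: 0% = complete ARNT plus TACC3 wells and 100% = ARNT alone without TACC3; many hits fall short of the cut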
# INS-1E GSIS act: GLuc luminescence reporter in INS-1E cells, primary screen for activators of glucose-dependent secretion of insulin; INS-1E GLuc reporter insulin secretion, 2-3 h; 370,000 tested, 0.61% active; AID 743287, 2014; activation, % at 16.6 µM;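 active = lowest replicate activation of at least 40%, so every replicate reaches that level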;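 note: 0% = median of neutral control wells and 100% = median of IBMX positive control wells; some compounds called inactive have numbers as strong as hits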
# F508del corr: F508del CFTR correction, initial screen, CFBE line, single point | CFBE cells, YFP halide quenching; stimulated with forskolin plus potentiator P3; % fluorescence drop versus neutral controls | activity (quench increase), % at 7.58 µM | 350,000 tested, 0.36% active | AID 720511, 2013;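 active = mean added fluorescence quench of at least 8% versus neutral control, with both replicates also reaching 8%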;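 note: cells transiently co-express mutant CFTR-F508del with the halide-sensitive YFP; corrector assay measuring rescue of mutant channel to the surface after 24 h compound exposure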
# ERAP1 HTS inh: human ERAP1 aminopeptidase inhibitors, primary screen, biochemical, single point, plate reader. recombinant ERAP1, Leu-AMC fluorescence, 60 min. inhibition, % at 10.7 µM. 340,000 tested, 0.15% active;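 active = mean replicate inhibition of at least 30%, or all replicates individually reaching that 30% level; inactive = mean below 30% and not every replicate reaching it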;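 note: 0% = neutral control wells and 100% = L-leucinethiol positive control wells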
# Target sequence (Q9NZ08 whole entry, looked up): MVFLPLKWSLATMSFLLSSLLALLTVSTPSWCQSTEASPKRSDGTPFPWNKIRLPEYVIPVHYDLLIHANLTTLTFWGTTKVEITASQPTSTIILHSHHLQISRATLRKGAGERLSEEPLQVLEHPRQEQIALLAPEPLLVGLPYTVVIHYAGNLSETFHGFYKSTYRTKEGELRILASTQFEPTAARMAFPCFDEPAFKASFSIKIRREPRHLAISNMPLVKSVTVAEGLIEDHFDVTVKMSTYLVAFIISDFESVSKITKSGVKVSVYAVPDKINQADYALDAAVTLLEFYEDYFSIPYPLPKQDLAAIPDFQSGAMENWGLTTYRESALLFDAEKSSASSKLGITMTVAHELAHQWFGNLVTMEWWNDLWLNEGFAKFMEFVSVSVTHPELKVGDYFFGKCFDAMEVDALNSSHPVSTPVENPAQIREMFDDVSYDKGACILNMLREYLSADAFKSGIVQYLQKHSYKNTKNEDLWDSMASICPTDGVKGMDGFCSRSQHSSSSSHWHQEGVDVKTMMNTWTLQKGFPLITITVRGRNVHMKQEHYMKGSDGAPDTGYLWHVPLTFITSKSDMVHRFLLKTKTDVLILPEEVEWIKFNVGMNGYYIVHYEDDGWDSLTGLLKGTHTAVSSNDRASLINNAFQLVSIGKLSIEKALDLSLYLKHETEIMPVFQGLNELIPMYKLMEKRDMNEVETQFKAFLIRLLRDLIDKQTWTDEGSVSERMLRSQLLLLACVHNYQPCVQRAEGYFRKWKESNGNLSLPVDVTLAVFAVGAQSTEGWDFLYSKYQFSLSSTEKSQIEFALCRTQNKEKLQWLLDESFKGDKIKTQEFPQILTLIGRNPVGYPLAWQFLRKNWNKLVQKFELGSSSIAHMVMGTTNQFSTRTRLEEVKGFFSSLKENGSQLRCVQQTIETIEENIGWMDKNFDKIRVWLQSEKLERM
# Starred values were filed as active, the others as inactive; nt = no result given; & = joins results of further samples.
# Values run as follows: RAD54 branch, RAD52 inh, Xi reactivation, esBAF inh, ARNT-TACC3 inh, INS-1E GSIS act, F508del corr, ERAP1 HTS inh
COc1ccc2c3c(n(C)c2c1)[C@@H](CO)N(C)CC31CN(S(=O)(=O)c2cccc(C)c2)C1
→ nt, 0, 0.0, nt, nt, -4, 0.0, 0
CCCCNC(=O)O[C@@H]1C[C@@H]2CCN3C(=O)CCC[C@H]([C@H]1CC)[C@H]23
→ -4, -16, 0.0, -5, -6, -9, -4.2, 2
O=C1c2ccccc2[C@@H]2C[C@@H](O)[C@H](Nc3ccccc3Cl)CCN12
→ -4, -24, 0.0, 4, 9, -10, -3.9, nt
Cc1ccc(CSC2=NCCN2S(=O)(=O)c2ccc(F)cc2)cc1
→ 4, -11, 0.0, 1, -9, -13, -3.9, -3
CC(C)(C)c1nc2scc(-c3ccc(Br)cc3)c2c(=O)o1
→ nt, -12, 0.2, nt, -7, -12, -2.3, 1
Cc1ccc(C(=O)N2CCCCC2)cc1S(=O)(=O)N1CCCCCC1
→ -2, -4, 0.2, -3, 0, -11, -3.1, 3
CC(Sc1nnc(-c2ccco2)n1C)C(=O)Nc1nccs1 (configuration not stated)
→ -3, -3, 0.0, 1, 0, 20, 1.2, -2
Cn1nc(C(C)(C)C)cc1NC(=O)Nc1ccc(Cl)cc1
→ -4, -7, 0.0, -8, 5, nt, -0.1, -1
O=[N+]([O-])c1ccc2[nH]cc(S(=O)(=O)N3CCN(c4cccc(Cl)c4)CC3)c2c1
→ 0, -16, 0.0, -2, 2, -1, -0.1, 3
COc1ccc(NC(=S)Nc2cc(C)[nH]n2)cc1Cl
→ nt, -17, 1.0, 24, 11, 20, 0.0, 0
CCCNC(=O)[C@@H]1[C@@H](CO)[C@@H]2Cn3c(cccc3=O)[C@H]1N2Cc1cccc(Cl)c1
→ -12, -4, 0.1, -1, -2, 0, 1.4, 2
COc1cccc(/C=N/n2c(C3CCCCC3)n[nH]c2=S)c1O
→ 13, -9, 0.0, -1, -1, 9, 0.5, 0
CCOc1ccc(C2=C(C=C(C#N)C#N)C(c3ccccc3)c3ccccc3O2)cc1 (configuration not stated)
→ 11, -12, 0.0, nt, 38, -3, -6.0, -3
C[C@@H]1CCCCO[C@H](CN(C)S(=O)(=O)c2ccc(F)cc2)[C@H](C)CN([C@@H](C)CO)C(=O)c2cc(NS(=O)(=O)c3ccc(F)cc3)ccc2O1
→ -11, nt, 0.6, 9, 16, -29, 1.0, nt
CCCN(C)C1CN(Cc2cn(Cc3ccc(C(F)(F)F)cc3)nn2)S(=O)(=O)C1 (configuration not stated)
→ nt, -16, -0.1, nt, nt, -6, 1.5, nt
COc1cccc(NC(=O)CN2C(=O)C3(OCCCO3)c3ccccc32)c1
→ nt, 9, nt, 2, 5, -18, 0.0, 2
O=C(O)/C=C/C(=O)NNC(=O)c1ccccc1Br
→ nt, -16, nt, nt, -11, 4, 1.7, 3
CC1(C)CC(=O)C(C=NCCN2CCN(C3CC(=O)N(c4ccc(F)cc4)C3=O)CC2)=C(O)C1 (configuration not stated)
→ 17, -10, 0.0, 0, -1, -5, -1.9, -3
CC1Cc2cc(S(=O)(=O)NCCc3ccccc3)ccc2N1C(=O)C1CC1 (configuration not stated)
→ nt, -11, 0.0, -2, 2, -17, -1.4, 0
COc1ccc(S(=O)(=O)NCCN2CCOCC2)cc1Br
→ -2, -9, 0.0, -5, -18, 10, -0.2, 2
COc1cc(NC(=O)CN(C)CCOc2ccccc2)c(C)cc1[N+](=O)[O-]
→ -2, -7, 0.0, -1, -3, 3, -0.1, -1
Cc1noc(C)c1NC(=O)Nc1ccc2c(c1)C(=O)N([C@@H](C)CO)C[C@@H](C)[C@H](CN(C)S(=O)(=O)c1cccs1)O2
→ -12, 12, 0.2, 4, 1, 0, 0.7, -1
CNC[C@@H]1OCCCC[C@@H](C)Oc2ccc(NC(=O)C3CCCCC3)cc2C(=O)N([C@H](C)CO)C[C@@H]1C
→ -4, 0, 0.4, 2, -12, 1, -2.5, -3
Cc1ccc(C(=O)CSc2cnc3ccccc3n2)cc1C
→ nt, -49, 0.3, nt, 0, 35, -2.7, 2
Cc1ccc(NC2CCCN(C(=O)Cc3nonc3C)C2)cc1C (configuration not stated)
→ 7, -22, 0.0, 4, nt, -9, 0.5, 1
Cc1c(N=c2scc(-c3ccccc3)n2CCO)c(=O)n(-c2ccccc2)n1C
→ 0, -8, 0.0, 10, -4, -7, -2.6, -1
O=C(Nc1ccc(C(=O)O)cc1)/C(=C\c1ccco1)NC(=O)c1ccco1
→ 1, -110, nt, -4, -3, -3, 3.3, 2
O=C(NC[C@H]1[C@H](c2ccccc2)[C@@H](CO)N1Cc1ccccn1)C1CCC1
→ -2, nt, -0.1, 2, 13, 3, -0.2, nt
CC(C)(C)OC(=O)N/N=C/c1c[nH]c2ccccc12
→ nt, -8, 0.8, nt, 7, 10, nt, 1
C[C@@H]1CCCCO[C@H](CN(C)S(=O)(=O)c2ccc(F)cc2)[C@@H](C)CN([C@@H](C)CO)C(=O)c2cc(NC(=O)Nc3cccc4ccccc34)ccc2O1
→ 2, -28, 0.2, 2, 0, 10, -0.8, -1
CCN(CC)C1CCN(Cc2c(C(=O)N3CCCCCCC3)nc3ccc(Cl)cn23)C1 (configuration not stated)
→ -2, -30, 0.2, 0, 6, -4, -0.2, -2
COc1cc(OC)cc(C(=O)NNC(=O)C2CCC2)c1
→ 12, 0, -0.1, -1, nt, -4, -0.5, 2
CC(C(=O)NCC1CCCCC1)N(C)Cc1ccc(Cl)cc1 (configuration not stated)
→ -3, -12, 0.0, -3, 1, -32, -0.2, -2
O=C(O)c1cc(S(=O)(=O)N2CCCc3ccccc32)ccc1Cl
→ 8, -19, 0.0, 25, -2, 18, -0.9, 3
C[C@@H]1CN([C@H](C)CO)C(=O)CCCn2nncc2CO[C@@H]1CN(C)S(=O)(=O)c1ccc(C#N)cc1
→ -2, -21, 0.2, 4, nt, 3&10, 1.2, -2
COc1ccccc1NC(=O)CN(c1ccc(C23CC4CC(CC(C4)C2)C3)cc1)S(C)(=O)=O
→ -34, nt, nt, 9, -3, 10, nt, nt
COc1ccc2c3c([nH]c2c1)[C@H](CO)N(C(=O)NC(C)C)CC31CCN(C(=O)c2cnccn2)CC1
→ nt, -3, 0.0, nt, nt, 11, 4.0, -6
CCN(C(=O)CSc1nnc(C)n1-c1cccc(C)c1)C1CCS(=O)(=O)C1 (configuration not stated)
→ 2, -6, -0.1, -2, 6, 31, -0.5, 0
Cc1ccc(Cc2c(-c3ccc(F)cc3)nc3ccc(Cl)cn23)cc1
→ -6, -72, 0.5, 9, nt, -20, -0.6, -2
CCCn1nc(C(=O)Nc2ccc3c(c2)OCCO3)c2ccccc2c1=O
→ 6, -9, 0.1, 22, -1, 17, 3.3, 0
CC1=C(C)C(=O)OC(C(C)C2CCC3C4CC=C5CC(OC6OC(COC7OC(CO)C(O)C(O)C7O)C(O)C(O)C6O)CC(O)C5(C)C4CCC23C)C1 (configuration not stated)
→ -3, -8, nt, 10, -15, nt, -1.0, 5
O=C(NCc1ccncc1)Nc1ccccc1
→ 6, -17, nt, 3, nt, 0, nt, 3
COc1ccc(NC(=O)c2nc[nH]c2C(=O)N(C)CCO)cc1
→ 5, -6, 0.0, -3, nt, 0, 0.2, 4
Cc1ccc(SCCC(=O)Nc2ccc(OCc3ccccc3)cc2)cc1
→ nt, nt, 0.0, 4, -7, 5, nt, nt
O=C1/C(=C/c2ccccc2[N+](=O)[O-])COc2ccccc21
→ 3, -18, 0.1, 56*, 6, 9, -8.8, 3
CC1CC(c2ccccc2)NS(=O)(=O)O1 (configuration not stated)
→ -19, -8, -0.1, 6, -5, 10, -1.4, 2
CN(c1ccc(C(=O)NCc2cccs2)cc1)S(=O)(=O)c1ccccc1
→ nt, -13, 0.0, 2, 3, 2, -5.7, nt
COc1ccc(S(=O)(=O)Nc2cccc3c2O[C@@H](CN(C)S(=O)(=O)c2ccc(C)cc2)[C@@H](C)CN([C@@H](C)CO)C3=O)cc1
→ -12, nt, 0.2, 2, 9, -3, -3.2, nt
O=C1NC[C@@H](Cc2ccc(O)cc2)N(CCc2cc(C(F)(F)F)cc(C(F)(F)F)c2)C1=O
→ nt, -8, -0.2, nt, nt, -12, 0.2, 0
Cc1ccc2nc(/C(C#N)=C\c3cc(O)ccc3[N+](=O)[O-])[nH]c2c1
→ nt, -12, 0.0, nt, 18, -1, -1.0, 4
COc1ccccc1S(=O)(=O)N1CC[C@@H]2[C@@H](CO)Nc3ccc(-c4ccc(C#N)cc4)cc3[C@@H]21
→ 5, 10, 0.2, -13, -13, -6, 3.1, -2
CCOc1ccc(CCN2C(=O)C(=O)N([C@@H](CC(C)C)CN3CCC[C@H]3CN3C(=O)C(=O)NC[C@@H]3Cc3ccccc3)C[C@@H]2CC(C)C)cc1
→ nt, -11, 0.0, nt, nt, -8, 0.8, -8
C[C@H]1CN([C@@H](C)CO)C(=O)c2cc(NS(=O)(=O)c3ccc(F)cc3)ccc2O[C@@H]1CN(C)S(=O)(=O)c1ccc(Cl)cc1
→ 7, -10, -1.1, 2, 0, -4, 3.7, 0
Cc1cc(C)n(-c2cccc(C(=O)O)c2)n1
→ nt, -30, 0.1, nt, -7, -6, -0.4, -1
Cc1ccc(S(=O)(=O)N2[C@@H](c3ccc(Br)cc3)C(C(=O)O)=CC[C@H]2c2cccc(Cl)c2)cc1
→ -2, -14, 0.2, 5, -2, 10, -2.4, 4
CCOC(=O)c1sc2nc(C)nc(NCCc3ccc(S(N)(=O)=O)cc3)c2c1C
→ 2, -40, 0.2, 18, 5, 24, 3.5, -2
Nc1nc2c(ncn2[C@@H]2O[C@H](CNCc3ccc(OCCCN4CCOCC4)cc3)[C@@H](O)[C@H]2O)c(=O)[nH]1
→ -2, 11, 0.1, -10, nt, nt, 1.5, 0
Clc1ccccc1N/N=C/c1ccc2c(c1)OCO2
→ -2, -5, 0.1, 78*, 6, 3, nt, 2
CC(C)NC(=O)Nc1cccc2c1O[C@H](CN(C)CC1CC1)[C@@H](C)CN([C@H](C)CO)C2=O
→ -2, 1, -1.1, -4, 8, 6, 1.6, -5
Cc1ccccc1OCC(O)Cn1c(Br)nc2c1c(=O)n(C)c(=O)n2C (configuration not stated)
→ -1, 5, 0.0, 5, -5, 12, 2.0, 10

# Carrying on:
# Values run as follows: RAD54 branch, RAD52 inh, Xi reactivation, esBAF inh, ARNT-TACC3 inh, INS-1E GSIS act, F508del corr, ERAP1 HTS inh
OC[C@@H]1[C@@H](c2ccc(-c3cccnc3)cc2)[C@H]2CN(Cc3ccccn3)CCCCN12
→ -7, nt, 0.0, -1, 16, 0, -2.2, nt
N#C[C@@H]1[C@@H](c2ccc(-c3ccc(F)cc3)cc2)[C@H](CO)N1c1nc(-c2ccccc2)cs1
→ -13, -38, 0.2, -3, 56*, 13, -3.2, 2
COCC(=O)N1CCCCN2[C@H](CO)[C@@H](c3ccc(C#Cc4ccccc4)cc3)[C@H]2C1
→ -27, 16, 0.1, 10, 1, 14, 2.5, 0
C[C@@H]1CN([C@@H](C)CO)C(=O)c2cccc(NC(=O)c3cnccn3)c2O[C@H]1CN(C)Cc1ccc(C(=O)O)cc1
→ -4, -3, -0.3, -3, -4, -15, 0.7, 3
COc1ccc2oc(C(=O)Nc3ccc(N4CCOCC4)cc3)c(C)c2c1
→ nt, -7, 0.3, 4, 2, 15, -1.8, 0
